NPR1 activator = GC-A (human) enzyme activation. P16066. HEK293 GC-A cells, cGMP TR-FRET, EC30 ANP; 0% at EC30 ANP, 100% saturating ANP. activation, % at 10 µM. 0.14% of 370,000 active. AID 1671463; in the data active means activation above about 40%
TCR CD3 inh = inhibitors of human TCR-CD3 interaction | 0.37% of 360,000 active | inhibition, % at 9.4 µM | AID 651800 | TAMRA-labeled TCR probe fluorescence, biochemical; in the data active means inhibition above about 19%;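 further: recombinant mutant TCR 2C K166C tagged with TAMRA read by polarization; 0% = receptor in buffer alone and 100% = receptor with positive control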
HTRA1 inhibitor = inhibitors of human serine peptidase HTRA1; recombinant HTRA1, FP-rhodamine activity-based probe, fluorescence polarization; inhibition, % at 5.96 µM; 0.5% of 340,000 active; AID 504803; in the data active means inhibition above about 36%;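 further: 0% = enzyme with DMSO and 100% = wells lacking enzyme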
Target sequence (Q92743 whole entry, looked up): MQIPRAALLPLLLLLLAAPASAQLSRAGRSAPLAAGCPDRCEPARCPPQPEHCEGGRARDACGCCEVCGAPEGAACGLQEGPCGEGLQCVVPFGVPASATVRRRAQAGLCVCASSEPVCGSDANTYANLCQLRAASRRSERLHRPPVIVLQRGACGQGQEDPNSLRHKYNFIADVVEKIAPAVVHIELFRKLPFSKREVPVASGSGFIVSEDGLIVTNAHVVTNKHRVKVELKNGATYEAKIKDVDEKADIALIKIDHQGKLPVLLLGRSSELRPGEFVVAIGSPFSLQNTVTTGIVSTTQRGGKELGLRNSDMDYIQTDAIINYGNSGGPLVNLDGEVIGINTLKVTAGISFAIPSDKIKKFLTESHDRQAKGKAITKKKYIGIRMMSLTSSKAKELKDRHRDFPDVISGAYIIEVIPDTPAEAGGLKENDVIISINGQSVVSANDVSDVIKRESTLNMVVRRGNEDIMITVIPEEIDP
GC-B act = GC-B (human) receptor activation; P20594; AID 1920062; activation, % at 10 µM; HEK293-GC-B cells, CNP EC30, cGMP TR-FRET; 0% at EC30 CNP, 100% saturating CNP; 0.11% of 370,000 active;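 active means activation at 10 µM reaching about 35% in either raw or pattern-adjusted values, limit read from the data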
SIAE inh = human SIAE inhibition, primary screen. Q9HAT2. SIAE FP-Rh probe binding, fluorescence polarization. inhibition, % at 9.66 µM. 0.69% of 370,000 active. AID 1053197;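 active means inhibition above a cutoff: mean of compounds within the control limits plus 3 SD of those, cut at about 17% in these data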;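 further: 0% = plate median of compound wells and 100% = probe without SIAE protein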
Target sequence (Q9HAT2 whole entry, looked up): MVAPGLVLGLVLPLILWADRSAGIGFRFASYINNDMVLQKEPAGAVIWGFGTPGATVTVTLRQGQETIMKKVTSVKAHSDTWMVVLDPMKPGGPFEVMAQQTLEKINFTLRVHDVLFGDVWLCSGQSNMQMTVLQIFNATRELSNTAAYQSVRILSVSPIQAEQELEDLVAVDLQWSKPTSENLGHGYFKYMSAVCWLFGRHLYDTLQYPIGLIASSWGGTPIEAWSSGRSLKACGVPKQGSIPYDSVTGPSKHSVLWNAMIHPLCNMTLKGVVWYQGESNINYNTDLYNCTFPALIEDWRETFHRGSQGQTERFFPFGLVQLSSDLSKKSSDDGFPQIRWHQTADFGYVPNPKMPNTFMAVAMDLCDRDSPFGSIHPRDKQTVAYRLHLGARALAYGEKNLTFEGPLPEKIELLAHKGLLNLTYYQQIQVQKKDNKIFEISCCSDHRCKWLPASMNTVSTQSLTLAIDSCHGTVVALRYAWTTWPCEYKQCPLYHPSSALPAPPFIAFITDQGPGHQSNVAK
mABHD4 FP = inhibitors of mouse ABHD4 | purified mABHD4, FP-Rh probe fluorescence polarization | inhibition, % at 8.92 µM | 0.54% of 370,000 active;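 active means inhibition exceeding the mean over every tested compound plus 3 SD, cut at about 30% in these data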;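 further: 0% = plate median of compound wells and 100% = S159A mutant with DMSO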
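Doses – 8.92 µM, single dose · Material – wild-type mouse ABHD4 protein · Replication – single well per compound (singlicate) · Measure – percent inhibition of probe binding, normalized to plate controls · Schedule – 45 min compound pre-incubation plus 60 min probe step, 25 °C · Detection – fluorescence polarization with parallel and perpendicular emission, 525/598 nm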
PRMT1 FP inh = inhibitors of human PRMT1. 1.3% of 370,000 active. recombinant PRMT1, activity-based probe fluorescence polarization. inhibition, % at 2.79 µM;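 active means inhibition above about 21% made by adding two undisclosed values, limit read from the data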
MBD2 inh = MBD2-methylated oligo binding inhibition | inhibition, % at 4.4 µM | TR-FRET, MBD2 binding to methylated oligonucleotide | 0.31% of 370,000 active | AID 686964 | Q9UBB5; in the data active means inhibition above about 13%
UHRF1 MBD2 ctr = blocks human UHRF1 binding to methylated DNA | Q96T88 | UHRF1 binding to methylated oligo, TR-FRET | inhibition, % at 4.4 µM | 0.75% of 370,000 active; in the data active means inhibition above about 21%;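 further: UHRF1 SRA domain binding a hemimethylated CpG hairpin DNA probe; 0% = median of test compound wells and 100% = reference inhibitor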
rCAG binder = r(CAG) repeat RNA binding; TO-PRO-1 dye displacement fluorescence; inhibition, % at 3 µM; 1.3% of 370,000 active; AID 651821;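 active means inhibition above the plate cutoff, the mean of all test compounds on that plate plus 3 SD, cut at about 35% in these data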;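 further: 0% = DMSO alone and 100% = 100 µM mitoxantrone as full dye displacement; higher means more dye released from RNA so lower well fluorescence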
* = called active by the depositor; · = not tested or not shown. A portion of the library (hit frequency here may not be typical).

SMILES	NPR1 activator	TCR CD3 inh	HTRA1 inhibitor	GC-B act	SIAE inh	mABHD4 FP	PRMT1 FP inh	MBD2 inh	UHRF1 MBD2 ctr	rCAG binder
COc1ccc(CN(C(=O)c2oc3cc(C)ccc3c2C)C2CCS(=O)(=O)C2)cc1OC (centres undefined)	-4	2	-10	-8	1	6	-1	-7	-1	1
COc1cc(C(CC(=O)N2CCOCC2)c2c(OC)cc(OC)c3ccc(=O)oc23)cc(OC)c1OC (centres undefined)	-5	-7	4	-7	3	3	-1	-5	-3	4
CCN(CC)C(=O)C[n+]1cccc(C(N)=O)c1	0	-9	10	-1	-5	-6	-3	-2	6	4
Cc1ccc(NC(=S)NNC(=S)Nc2ccc(C)cc2)cc1	2	-10	8	1	7	3	3	0	-2	4
COCCN(C(=O)COC(=O)Cc1coc2cc(C)ccc12)c1c(N)n(Cc2ccccc2)c(=O)[nH]c1=O	2	3	-9	2	3	-4	0	1	3	3
C/C(=N\NC(=O)C1CCCC1)c1ccc(C(C)C)cc1	2	6	-3	1	3	-8	-2	3	-3	-2
CC1CN(C(=O)COC(=O)c2ccc(NC(=O)CC#N)cc2)CC(C)O1 (centres undefined)	-2	4	2	1	-1	-3	-4	-4	-2	3
Cc1ccc(C(=O)OCC(=O)NC(=O)c2ccccc2)o1	0	4	-1	-7	3	-4	1	-2	0	-1
COCCNC(=O)C1(C)CCN(C(=O)c2ccc3ccccc3n2)C1 (centres undefined)	1	-3	·	-4	-4	-3	0	0	0	-1
Cc1c2c(nc3ccccc13)CCC(C(C)(C)C)C2 (centres undefined)	-4	7	-21	-3	-7	3	1	-6	-1	0
COc1cccc(OCC(O)CN2C(C)CCCC2C)c1 (centres undefined)	-2	-3	-3	2	-4	1	-1	2	1	5
COc1ccc(S(=O)(=O)Nc2cccc(/C=C/C(=O)O)c2)cc1	4	0	3	-7	-8	-11	2	2	3	4
COc1ccccc1C(=O)Nc1ccc(C)cc1C(=O)c1ccccc1	2	-10	-24	-2	-5	-11	-2	-8	3	2
CC(=O)c1cc(C(=O)c2ccccc2)sc1Nc1ccccc1	1	-2	-34	-5	-5	-20	5	4	0	6
COc1cccc(OC(=O)N2CCOCC2)c1	2	4	4	0	2	2	-1	3	1	-1
CC(C)N1CCCCC(NC(=O)Cc2ccccc2)C1=O (centres undefined)	4	·	·	5	-4	-5	-1	4	2	0
COC(=O)c1ccc(NC(=O)CSc2ccccn2)cc1	5	2	-2	-5	7	-2	0	1	-3	-1
Cc1nn(-c2ccccc2[N+](=O)[O-])c(=O)c2ccccc12	3	8	4	1	7	5	-2	-5	0	0
CCOC(=O)N1Cc2cc3ccccc3nc2C1	-4	7	5	-2	-7	-7	-3	-2	-6	0
CC(C)[C@@H](N)C(=O)N/N=C/c1ccc2ncccc2c1	2	0	-2	-4	-6	3	2	-1	-1	-1
COCCn1c(SCC(=O)Nc2cccc(F)c2)nc2c([nH]c3ccccc32)c1=O	24	0	2	2	9	6	-1	0	1	3
CC1=C(C(=O)N2CCCCCC2)CC(CC(=O)NCc2cccs2)C(=O)N1Cc1ccccc1 (centres undefined)	-4	-7	·	-2	1	4	1	7	2	1
Fc1ccc(CNC(=S)Nc2cccc(C(F)(F)F)c2)cc1	2	8	-22	6	-2	-11	-1	-5	1	2
C/C(=N\Nc1ccc(C)c(Cl)c1)c1cccnc1	-4	2	9	-5	11	4	-2	2	-1	5
Cc1ccc(CNc2cnccn2)cc1	3	1	9	0	8	1	1	-5	-1	1
CC(C)Oc1ccccc1C1(c2ccccc2)NC(=O)NC1=O (centres undefined)	0	-2	-10	5	1	-3	-1	3	1	2
CCN1C(=O)CSC1=Nc1ccc(C(=O)OC)cc1	3	3	2	3	2	1	-2	1	0	0
COc1ccc(CNC(=S)NCc2ccc(F)cc2)cc1OC	2	5	-5	1	5	0	-3	-5	-3	-3
C[C@@H]1CN([C@@H](C)CO)C(=O)CCCn2nncc2CO[C@H]1CN(C)S(=O)(=O)c1cccc(F)c1	3	1	1	6	-5	6	-1	-4	-1	1
C[C@H]1CCC[C@@]2(O[C@H](CCO)C[C@@H](O)[C@@H]2O)O1	3	3	6	-4	4	3	-3	1	8	0
COc1ccc(CNC(=O)COC(=O)c2ccc(F)c(S(=O)(=O)N3CCCCC3)c2)cc1OC	1	-1	4	2	-4	-5	-2	0	0	2
CCC(c1nnnn1Cc1ccco1)N(CCc1ccccc1)Cc1cc2ccc(OC)cc2[nH]c1=O (centres undefined)	-8	-5	-18	-5	-3	-8	44*	-10	-8	17
CCOc1ccc(-c2nnc(N3CCCCC3)c3ccccc23)cc1	3	-1	-26	2	0	-10	-1	3	-1	-7
COc1ccc(-c2cnc(SCC(=O)Nc3nc(C(C)(C)C)cs3)n2Cc2ccco2)cc1	-2	4	-52	3	1	-4	1	4	-2	9
Nc1cccc(C(=O)Nc2ccco2)c1	5	-1	-5	3	14	2	1	-4	-1	3
CCNC(=O)CSc1nnc(-c2ccc(OC)cc2)n1CC(C)C	-6	-7	6	0	-3	6	4	-4	7	-4
C=CCc1cccc(/C=N/NC(=O)COc2ccc(-n3cnnn3)cc2)c1O	-6	18	1	-5	-3	-3	0	-4	1	2
O=c1oc2c(CN3CCOCC3)c(O)c(Cl)cc2c2c1CCC2	2	0	-5	5	3	-1	2	-4	1	0
C/C(=N\NC(=O)c1c(C)nc2ccccn12)c1ccccc1F	3	-1	7	1	-4	4	-4	-5	-3	-2
O=C(NCc1ccccc1F)c1ccc(S(=O)(=O)Nc2cccc(C(F)(F)F)c2)cc1	-8	-7	-31	2	-18	-33	2	-4	1	32
O=C(N[C@@H]1CC[C@H]2SC[C@H](C(=O)O)N2C1=O)OCC1c2ccccc2-c2ccccc21	4	·	·	1	0	-2	8	0	3	26
O=C(CCc1nc2ccccc2[nH]c1=O)OCC(=O)c1ccc(Cl)cc1	7	-7	-2	-5	-9	-1	0	4	3	-5
CNc1ccc([N+](=O)[O-])cc1-c1nc2ccccc2[nH]c1=O	1	4	-3	-3	-9	4	-2	-7	-4	3
CCc1ccc(NC(=O)c2ccc(S(=O)(=O)NCc3cccnc3)cc2)cc1	-1	2	-2	1	3	-2	-2	1	0	-1
O=C(CCn1c(SCC(=O)NCc2ccco2)nc2ccccc2c1=O)NCCc1ccccc1	-8	-3	-5	-11	-5	-5	8	10	4	2
CCCOc1ccccc1C1C(C(=O)OC)=CN(C(C)C)C=C1C(=O)OC	-2	3	-9	-9	11	-2	1	2	-2	-11
COc1ccc(C(CNC(=O)c2cc(S(=O)(=O)NCc3ccco3)ccc2C)N(C)C)cc1 (centres undefined)	-4	7	0	-9	11	5	-2	-6	-2	0
O=C(O)c1ccccc1CSc1nc2ccccc2s1	-1	-1	-6	3	0	-2	41*	-1	5	15
CCCn1c(N)c(N(CCOC)C(=O)c2cc(Cl)nc3ccccc23)c(=O)[nH]c1=O	3	4	-1	-5	0	3	0	-1	-5	2
Cc1ccc(NS(=O)(=O)c2cccc(C(=O)NCC(c3ccc(F)cc3)N3CCOCC3)c2)cc1 (centres undefined)	-5	0	-6	-2	1	-10	-6	-3	-3	1
O=C(NNS(=O)(=O)c1ccccc1[N+](=O)[O-])c1cccc(Br)c1	-4	0	-2	-3	1	-2	-2	2	-2	2
C=CCOc1ccccc1CN1CCSCC1	0	-5	-1	1	5	12	5	3	2	-1
Cc1cc(Nc2ccccc2)nn1C(=O)c1ccccc1	3	3	-9	-5	6	-6	3	2	0	1
COc1ccccc1CNC(=O)COC(=O)c1cccc(S(=O)(=O)N2CCCC2)c1	3	8	-2	-3	3	-3	-2	-1	2	-3
Cc1ccc(CN2CC(C(=O)Nc3ccc(F)c([N+](=O)[O-])c3)CC2=O)cc1 (centres undefined)	0	10	-5	-2	5	4	-2	-2	0	4
Cc1cc(N/C=C\c2nnnn2-c2ccc(F)cc2)no1	1	-1	4	-3	1	5	-1	6	2	0
O=CNc1cc(-c2ccccc2Oc2ccccc2)cn2c(-c3ccc(F)cc3)cnc12	-1	-8	·	0	-6	-22	-2	-5	3	7
COc1ccc(N(C(=O)c2cnccn2)C(C(=O)NC2CCCCC2)c2cc(OC)c(OC)c(OC)c2)cc1 (centres undefined)	1	1	4	-1	-6	0	4	6	10	-8
O=C(c1cccnc1)C1CCCN(Cc2nc(Cc3ccccc3F)no2)C1 (centres undefined)	-3	-6	4	-1	-10	-13	5	3	8	-10
CC(NS(=O)(=O)c1ccc(Br)cc1F)[C@H](O)c1ccccc1 (some centres undefined)	2	7	0	5	2	-8	0	4	-2	1
(list continues)
SMILES	NPR1 activator	TCR CD3 inh	HTRA1 inhibitor	GC-B act	SIAE inh	mABHD4 FP	PRMT1 FP inh	MBD2 inh	UHRF1 MBD2 ctr	rCAG binder
CC1=C(C)CC(C(=O)NCCc2ccc(F)cc2)C(C(=O)O)C1 (centres undefined)	-3	7	-6	-1	3	1	-3	-4	-3	-4
Cc1c(Cl)cccc1NC(=S)N1CCCN(Cc2ccccc2F)C1	-3	7	-12	-2	-64	-1	-2	11	20	1
CC(C(=O)N1CCCC1)N1CCN(S(=O)(=O)c2ccc(C(C)(C)C)cc2)CC1 (centres undefined)	2	1	6	-1	5	5	2	-6	0	-2
COC(=O)c1c(C)[nH]c(C(=O)CN2C(=O)C3CC=CCC3C2=O)c1C (centres undefined)	-1	-7	4	2	2	3	1	-1	7	-2
CCOC(=O)C1C(=O)NC(c2ccccc2)=NC1c1ccc(OC)cc1 (centres undefined)	1	3	5	1	-1	4	0	-1	3	-1
CCOc1ccccc1CN1CCNC(=O)C1CC(=O)NC1CCCCCC1 (centres undefined)	-4	5	-2	-4	1	7	0	3	3	-7
Cc1cccc(OCCCC(=O)Nc2ccc(S(=O)(=O)Nc3onc(C)c3C)cc2)c1C	2	9	0	0	-1	2	2	-1	0	59*
O=[N+]([O-])c1cccc(-c2nc(NCc3ccccc3)c3ccccc3n2)c1	37	-4	-13	35	-16	1	1	1	2	5
CC(C)NC(=O)NC(=O)COC(=O)c1ccc(S(=O)(=O)Nc2ccccc2)cc1	0	8	2	-2	-6	-14	-7	-7	0	0
CCOC(=O)c1ccc(N2CCOCC2)c(NS(=O)(=O)c2ccc(F)cc2)c1	2	11	-5	2	-1	-2	-3	-5	-2	-1
CC(C)Cc1nnc(NC(=O)CCC(=O)Nc2ccc(Cl)cc2)s1	9	6	-1	1	1	-1	4	-5	-1	-1
NC(=O)c1c(N)[nH]c(C(=O)c2ccccc2)c1-c1cccc2ccccc12	-1	·	·	-1	10	1	-1	-4	-3	·
